Screening results from PubChem BioAssay.
MITF TRPM1 HTS – activators of MITF-driven TRPM1 promoter activity in SK-MEL-5 cells; activation, % at 12.5 µM; 300,000 compounds, 0.75% hits; SK-MEL-5 TRPM1-promoter luciferase, 24 h; % of positive control, neutral wells = 0;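 active = mean activation of at least 80% with every replicate also reaching 80%; inconclusive = mean reaches 80% but some replicate falls short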;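 note: 0% = neutral control wells and 100% = parthenolide positive control wells; values of inactives mirror those of a sister screen read the other way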
Rtt109 Vps75 – C. albicans Rtt109 histone acetyltransferase inhibition | Q5AAJ8 | purified Rtt109/Vps75, ThioGlo CoA-SH fluorescence, 4 h | inhibition, % at 34.9 µM | 330,000 compounds, 0.16% hits;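 active = inhibition of at least 50% in every replicate; inconclusive = best replicate reaches 50% inhibition but some replicates fall short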
CAL PDZ FP-1 – inhibitors of human CAL PDZ peptide binding. Q9HD26. purified CAL PDZ, TMR-peptide fluorescence polarization, 1 h. inhibition, % at 24.9 µM. 300,000 compounds, 0.92% hits. AID 602252;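 active = mean inhibition of at least 30% with at least half of replicates also reaching 30%; inconclusive = no clear call, values can overlap the other calls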;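 note: 0% = DMSO neutral control and 100% = excess unlabeled competitor peptide PRC23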
SR-BI uptake up – enhances SR-BI lipid uptake from DiI-HDL; activation, % at 12.5 µM; AID 504775; CHO ldlA[mSR-BI] cells, DiI-HDL uptake fluorescence, 3 h; 100 = double the neutral-control signal; 320,000 compounds, 0.096% hits;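 active = mean replicate activation of at least 60% and every replicate at or above 60%; inconclusive = mean or all-replicate condition met, but not both; inactive = mean below 60% and not all replicates reaching 60%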;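 note: 0% = median plate neutral-control signal and 100% = twice that signal; values of inactives mirror those of a sister screen read the other way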
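Test system: SR-BI-overexpressing, LDLR-lacking CHO cells; Also added: labelled HDL, 10 µg/mL; Measured by: bottom-read cell fluorescence after medium removal, ex 550/em 595 nm; Timing: 3 h uptake period with compound, 37 °C; Buffer or medium: F12, 0.5% BSA, 25 mM HEPES; Doses: single compound concentration, delivered by pin transfer.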
NSD2 HMT inh – NSD2 (human) methyltransferase inhibition | O96028 | NSD2 peptide methylation, AlphaScreen, 120 min | inhibition, % at 12.5 µM | 310,000 compounds, 0.54% hits; in the data active = inhibition above about 50%
CAL PDZ FP-2 – inhibitors of human CAL PDZ peptide binding. purified CAL PDZ, TMR-peptide fluorescence polarization, 1 h. inhibition, % at 20 µM. 330,000 compounds, 0.02% hits. AID 504414;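 active = highest replicate inhibition of at least 40%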;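 note: plate controls were DMSO neutral control wells for no effect and unlabeled competitor peptide control wells for full effect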
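Assay system – tagged CAL PDZ protein CerCALP, purified · Timing – 1 h at RT · Compound – single point, 20 µM · Measured by – fluorescence polarization from S- and P-plane intensities, G-factor corrected · Evaluation – inhibition from polarization loss · Probe or stimulus – TMR reporter peptide T*-PRC34 · Buffer or medium – pH 7.4 phosphate-saline buffer, reducing agent, detergent, IgG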
dFosB activator – activators of mouse delta FosB homodimer | 340,000 compounds, 0.99% hits | activation, % at 25 µM | purified delta FosB, TAMRA-CDK5 oligo fluorescence polarization; percent of positive-control signal above neutral wells;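 active = mean activation above about 17%, with every replicate also reaching it, limit read from the data, passing the limit was not always enough; inconclusive = only one of the two conditions met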;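 note: fluorescence polarization rise as delta FosB binds a TAMRA Cdk5 AP-1 oligo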
Target sequence (P13346 whole entry, looked up): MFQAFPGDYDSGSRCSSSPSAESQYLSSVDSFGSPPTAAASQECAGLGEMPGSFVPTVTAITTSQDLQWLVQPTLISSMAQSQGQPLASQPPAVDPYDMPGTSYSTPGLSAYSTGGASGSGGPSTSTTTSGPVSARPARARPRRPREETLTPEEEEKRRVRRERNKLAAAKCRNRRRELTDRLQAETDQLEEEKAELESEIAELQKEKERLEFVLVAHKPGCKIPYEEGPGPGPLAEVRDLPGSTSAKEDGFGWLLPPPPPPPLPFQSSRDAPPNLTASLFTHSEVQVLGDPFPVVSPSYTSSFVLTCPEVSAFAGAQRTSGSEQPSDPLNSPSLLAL
PvdQ acylase – P. aeruginosa PvdQ acylase inhibition. purified PvdQ acylase, fluorescence plate reader. inhibition, % at 10 µM. 340,000 compounds, 0.063% hits; in the data active = inhibition above about 30%, passing the limit was not always enough; inconclusive = no clear call, values can overlap the other calls;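 note: 0% = vehicle neutral wells and 100% = reference inhibitor wells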
SR-BI DiI inh – inhibitors of mouse SR-BI mediated HDL lipid uptake | Q61009 | ldlA[mSR-BI] CHO cells, DiI-HDL uptake fluorescence, 3 h | inhibition, % at 12.5 µM | 320,000 compounds, 0.96% hits | AID 488896;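 active = mean replicate inhibition of at least 70% and a set share of replicates each scoring 70 or more; inconclusive = meets just one of the two criteria; inactive = fails both criteria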;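 note: 0% = median of neutral control wells and 100% = median of positive control wells; values of inactives mirror those of a sister screen read the other way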
Target sequence (Q61009 whole entry, looked up): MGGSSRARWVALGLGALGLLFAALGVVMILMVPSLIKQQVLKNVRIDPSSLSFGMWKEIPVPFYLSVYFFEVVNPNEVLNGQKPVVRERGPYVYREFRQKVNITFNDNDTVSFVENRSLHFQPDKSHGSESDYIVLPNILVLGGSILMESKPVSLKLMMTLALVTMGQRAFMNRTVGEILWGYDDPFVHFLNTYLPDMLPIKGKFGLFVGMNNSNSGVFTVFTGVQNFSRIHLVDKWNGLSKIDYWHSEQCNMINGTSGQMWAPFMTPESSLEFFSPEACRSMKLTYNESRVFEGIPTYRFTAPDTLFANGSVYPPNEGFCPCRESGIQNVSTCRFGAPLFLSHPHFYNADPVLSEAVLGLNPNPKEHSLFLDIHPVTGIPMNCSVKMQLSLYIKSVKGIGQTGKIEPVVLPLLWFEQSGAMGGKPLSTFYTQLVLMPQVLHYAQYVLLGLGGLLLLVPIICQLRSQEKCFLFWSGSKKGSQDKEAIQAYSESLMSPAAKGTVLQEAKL
PfHsp90 yeast 2 – inhibits growth of yeast expressing Plasmodium falciparum Hsp90; S. cerevisiae expressing PfHsp90, BacTiter-Glo ATP, 48 h; yeast lacking PDR1 and PDR3 efflux regulators; AID 504621; inhibition, % at 9.4 µM; 310,000 compounds, 0.32% hits;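 active = every replicate shows inhibition above about 80%, whatever the replicate mean, limit read from the data; inconclusive = mean inhibition reaches the set limit but some replicate falls short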;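 note: 0% = DMSO neutral controls and 100% = 20 µM radicicol positive controls; yeast relying on Plasmodium falciparum Hsp90 in place of its own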
Active calls of the source: *; ? = inconclusive; / = not tested or not shown.

Structure	MITF TRPM1 HTS	dFosB activator	PfHsp90 yeast 2	CAL PDZ FP-2	CAL PDZ FP-1	NSD2 HMT inh	SR-BI DiI inh	PvdQ acylase	SR-BI uptake up	Rtt109 Vps75
CCC(=O)Nc1ccc(C(=O)Nc2ccc(OC)cc2[N+](=O)[O-])cc1	-3	-2	-2	-0.2	-2	-1	2	-1	-2	-6
O=C(Cc1ccc(F)cc1)NC1CCSC1=O (configuration not stated)	-1	5	8	0.2	/	1	-1	-17	1	-8
CCN1CCCC1CN(Cc1cc2ccc(C)cc2[nH]c1=O)C(=S)Nc1cccc(OC)c1 (configuration not stated)	13	0	11	-0.7	-4	0	-5	?	5	13
COc1ccc(OC)c(C(C(=O)NC2CCCCC2)N(C(=O)c2ccccn2)c2cccnc2)c1 (configuration not stated)	4	-2	-83	0.4	/	-1	-13	-3	13	-8
COc1ccc(NC(=O)c2cc(-c3ccc(OC)c(OC)c3)on2)cc1OC	12	-5	15	-4.8	-8	1	62	-5	-62	-1
COc1ccc(Nc2nc3cc(C)ccc3cc2C#N)cc1	/	2	-1	2.0	7	-5	39	-18	-39	-1
O=C(COC(=O)c1ccccc1Nc1ccccc1)NCc1ccco1	-5	13	-15	/	-7	2	50	6	-50	-14
O=S(=O)(Cc1ccccc1)N1CCN(Cc2ccc(Br)cc2)CC1	-14	1	11	-2.4	-1	-2	-6	-5	6	-3
Cc1cc(C)c2c(CN3CCC(C)CC3)cc(=O)oc2c1	37	-1	-9	-1.2	80*	-2	2	-16	-2	-5
CNc1cc(N2CCCCCC2)ccc1[N+](=O)[O-]	5	-5	/	-1.8	-2	16	-16	4	16	35
CCn1cc(-c2nnnn2-c2ccc(Cl)cc2)c(=O)c2ccccc21	8	6	-11	-2.1	-1	7	-5	0	5	7
CCN(CC(=O)Nc1ccc(NC(C)=O)cc1)C(=O)CC1OC(=O)c2ccccc21 (configuration not stated)	6	0	-13	-2.1	-3	0	-12	-6	12	1
CN1CCc2nc(NC(=O)c3cccc(OC(F)F)c3)sc2C1	42	-15	12	0.2	-3	20	32	-7	-32	-2
COc1ccc(-n2ccnc2SCC(=O)NCc2ccc(F)cc2)c(OC)c1	-3	-8	-3	0.1	-7	-3	38	0	-38	0
CCn1cc(CNC(=O)CC2C(=O)NCCN2CC(c2ccccc2)c2ccccc2)cn1 (configuration not stated)	-2	-3	-20	0.2	/	-1	-37	6	37	-1
COc1cccc(-c2cc3nc4c(c(NCC(C)(C)CN(C)C)n3n2)CCCC4)c1	36	2	3	-6.5	-2	22	18	3	-18	19
Cc1ccc(C(=O)N2CC(C)OC(C)C2)c(Cl)c1 (configuration not stated)	/	0	8	1.3	1	1	-15	0	15	2
CCC(=O)Nc1cccc(NC(=O)c2ccc3c(c2)OCO3)c1	12	28*	24	-1.3	50*	4	8	-16	-8	15
CN1C(=O)CC(N2CCN(C(=O)CN3CCCC3)CC2)C1=O (configuration not stated)	-14	-7	/	-2.3	-2	40	-5	-1	5	0
CCNC(=O)c1ccc2c(c1)C1C3CCC(C3)C1C(c1ccccc1)N2 (configuration not stated)	11	-8	-13	-2.0	2	2	-16	-9	16	-8
O=C1NC(=S)NC1=Cc1ccc(Cl)cc1Cl	-5	0	/	-0.6	-5	-1	-19	7	19	0
Clc1ccc(Sc2ccc(/C=N/n3cnnc3)o2)cc1	4	-10	1	-1.2	1	4	-5	11	5	4
CCCCC(=O)Nc1ccc(C(=O)Nc2nc(CC(=O)OCC)cs2)cc1	9	-13	2	/	-2	-1	69	-14	-69	5
Cn1c(C(=O)OCC(=O)NCc2cccs2)cc2sccc21	6	16	-5	-0.9	11	-2	-8	5	8	0
C=CCOc1ccc(C(=O)Nc2ccccc2C(=O)NCc2cccnc2)cc1	-18	-10	-27	-6.2	-1	1	23	-11	-23	6
c1cncc(CSc2ccc(-c3ccc4c(c3)OCO4)nn2)c1	69	-15	/	-2.4	46*	-1	-1	-13	1	-29
COc1ccc2c(c1)O[C@@]1(CCCC[C@@H]1C)CC2=O	3	1	-23	0.1	-1	/	-6	-8	6	5
CCCCn1cnc2c([nH]c3cc(OC)ccc32)c1=O	59	1	-14	-1.0	-2	2	13	-7	-13	-8
COc1ccc(OCC(O)Cn2cnc(-c3ccc(Br)cc3)c2)cc1 (configuration not stated)	/	-6	22	-2.7	2	-1	-10	-14	10	-1
COC(=O)c1ccc(OCC(O)CN2CCN(C(=O)c3ccco3)CC2)c(OC)c1 (configuration not stated)	-5	-9	-42	-3.3	-2	2	-2	-11	2	-17
CCOC(=O)c1oc2ccccc2c1CSc1nnnn1-c1ccc(C)cc1	9	-4	-7	0.2	0	-1	9	-2	-9	-4
O=C(CN1C(=O)NC(c2ccccc2)(c2ccccc2)C1=O)NCC(=O)Nc1ccc(F)cc1	-1	-4	1	-0.5	-1	-2	-27	-6	27	-2
CCCn1c(SCc2ccccn2)nc2c1c(=O)n(C)c(=O)n2C	-1	-4	-19	-0.5	4	-2	-12	-5	12	-3
Cc1ccc(COc2ccsc2C(=O)NN)cc1	6	0	10	/	-6	-1	0	-7	0	11
CCn1nc(C)c(CNC(=O)c2cc(COc3ccc(C)nc3)on2)c1C	-19	1	7	-0.7	-5	-1	-12	-7	12	-13
CCOC(=O)c1c(-c2ccc(F)cc2)csc1NC(=O)CCN1CCOCC1	-1	-1	2	-1.0	/	-4	-12	-12	12	-3
N#C/C(=C/c1ccc(-c2ccccc2[N+](=O)[O-])o1)C(N)=O	3	-3	19	0.8	/	16	24	1	-24	-1
O=C(NNC(=O)c1ccccc1-n1cccc1)c1ccc(Cl)nc1	7	-3	23	-0.5	-6	0	0	6	0	9
CCCCC(CC)C(=O)O (configuration not stated)	/	0	3	0.7	0	/	-26	8	26	-7
Cc1ccc(-c2cnc(C3CC3)o2)cc1S(=O)(=O)Nc1ccccc1	-16	-4	-5	-1.7	-2	-1	12	3	-12	30
CC(C)C[C@H](NC(=O)c1nc[nH]c1C(=O)N[C@@H](CC(C)C)C(=O)OCc1ccccc1)C(=O)OCc1ccccc1	-15	-6	-11	-0.1	-2	/	5	16	-5	7
CCN1C(=O)[C@H]2[C@@H](c3ccc(-c4cccc(Cl)c4)c(OC)c3)N3CCC[C@@]3(C(=O)OC)[C@H]2C1=O	3	-10	-16	0.0	-1	/	45	12	-45	3
CC1(C)NC(=O)N(CCOc2cccc(Cl)c2Cl)C1=O	-6	-2	-7	/	0	-3	-2	-4	2	-1
CCOc1cccc(OCCn2cnc3ccccc3c2=O)c1	50	3	-1	-1.2	5	-4	6	3	-6	5
Cc1cc(CNC[C@H]2O[C@@H](n3cnc(C(N)=O)n3)[C@H](O)[C@@H]2O)c(C)n1-c1cccnc1	3	-6	-11	0.7	6	/	16	26	-16	1
O=S(=O)(Cc1ccccc1)N1CCN(C/C=C/c2ccccc2)CC1	-1	-4	-12	-3.0	0	0	0	-5	0	4
CC1CCC(NC(=O)CC(NC(N)=O)c2ccccc2Cl)CC1 (configuration not stated)	10	-9	-12	-2.9	-3	12	-27	-12	27	2
O=C(Cc1c(C(=O)O)[nH]c2ccccc12)NC1CCCC1	-9	11	6	0.2	-3	-14	-9	-14	9	-2
Cc1csc(SCC(=O)NCc2ccc3c(c2)OCO3)n1	7	0	-33	-1.1	-2	2	-14	-10	14	4
Cc1ccccc1Nc1c(C)c(C)nc2ncnn12	-1	-12	9	/	-2	-1	-4	-16	4	3
O=C(Nc1sc2c(c1C(=O)O)CCC2)c1ccccc1F	/	1	3	0.4	-8	1	-27	17	27	-2
CCn1cc(S(=O)(=O)NC2CCCCC2)cn1	-9	4	-2	-1.7	-4	-1	-15	-4	15	-9
CNC(=O)CS(=O)(=O)CC(=O)Nc1cc(OCCOC)c(Cl)cc1Cl	-4	4	-8	0.2	3	2	4	-5	-4	-9
CC(=O)Nc1sc2c(c1CN1CCN(C)CC1)CCCC2	-5	0	8	-0.9	-6	-1	-35	-7	35	1
O=c1[nH]c(SCc2n[nH]c(=S)n2-c2ccccc2)nc2ccccc12	14	-12	2	-2.6	/	-1	-11	9	11	12
CC(=O)NS(=O)(=O)c1ccc(NC(=S)NC(=O)COc2ccccc2C)cc1	0	-5	13	-1.8	-2	0	-16	6	16	7
COc1ccccc1CNC(=O)C1CCN(c2ncnc3c2nc2n3CCCCC2)CC1	-2	1	18	-2.1	8	-4	18	7	/	30
O=C(CCl)NCc1c(Cl)cccc1-n1cccc1	-25	-3	3	-2.2	/	-4	7	-8	-7	-4
Cc1cc(C(=O)NCC(=O)OCC(=O)N(C)C2CCCCC2)ccc1[N+](=O)[O-]	8	5	5	-0.4	3	-3	-11	-11	11	-6
Cc1ccc(C(=O)N2CCN(c3ccccc3)CC2)cc1S(=O)(=O)N1CCOCC1	3	-5	10	-1.5	/	0	5	-9	-5	-8

The list goes on.
Structure	MITF TRPM1 HTS	dFosB activator	PfHsp90 yeast 2	CAL PDZ FP-2	CAL PDZ FP-1	NSD2 HMT inh	SR-BI DiI inh	PvdQ acylase	SR-BI uptake up	Rtt109 Vps75
COc1ccccc1CCNC(=O)CCn1c(=O)c2cccn2c2ccc(F)cc21	9	-8	-13	0.0	-2	/	29	-11	-29	0
Cc1nnc(NC(=O)CCCN2C(=O)c3ccccc3C2=O)s1	-7	4	12	-1.1	-2	-5	-17	0	17	-6
CC(NC(=O)Cc1ccccc1)c1nc2ccccc2[nH]1 (configuration not stated)	4	6	14	0.4	-5	/	-13	-6	13	-8
CC1(C)CC(=O)C(Sc2ccccc2)=C(O)C1	1	-3	-35	-1.2	/	-3	-19	-7	19	-5
Clc1ccccc1-c1nnc(-c2cccnc2)o1	/	-7	11	-0.4	-5	-2	-7	-6	7	0
Nc1nc(N)c(N=Nc2ccc(SCC(=O)O)cc2)c(=O)[nH]1	6	3	18	0.3	-1	-3	-14	-8	14	-2
CC(C)CN1C(=O)NC(NS(=O)(=O)c2ccc(N)cc2)(C(F)(F)F)C1=O (configuration not stated)	2	5	4	-2.3	1	-2	-27	9	27	2
